# High-throughput results: PubChem BioAssay, several laboratories
# KOR beta-arrestin-1: kappa opioid receptor blockers – cell-based, luminescence, uHTS (AID 1778) | KOR beta-arrestin recruitment, luminescence, antagonist mode; higher % means a stronger effect | inhibition, % at 10 µM; hits with a dose series show IC50 in µM | 290,000 tested, 0.091% active; note: strong numbers were not always called active
# HIV peptide binding: cell-free HIV fusion peptide-binding blockers – biochemical, uHTS, fluorescence dequenching, primary screen (AID 1986). cell-free peptide binding, fluorescence dequenching, 30 min; higher % means a stronger effect. inhibition, % at 20 µM, or IC50 in µM where a hit was titrated. 290,000 tested, 0.3% active; in the data active = inhibition mostly above about 52%, no sharp cut-off; inactive = mostly below about 76%; note: some results filed as inactive read as strong as hits
# GPR55 activation: GPR55 agonists via beta-arrestin recruitment, primary screen, imaging, U2OS cells, beta-arrestin-GFP redistribution (AID 1961); U2OS GPR55 beta-arrestin-GFP redistribution imaging; higher % means a stronger effect; activation, % at 10 µM, or EC50 in µM where a hit was titrated; 290,000 tested, 0.048% active;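 active = activation above 40% with more than 50 cells counted in the well; inconclusive = wells holding fewer than 50 cells, flagged as toxic or sparse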;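 note: U2OS osteosarcoma cells stably expressing GPR55 and beta-arrestin-GFP; plate controls were DMSO negative control for no effect and LPI positive control for full effect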
# NOD1 NF-kB reporter: inhibition of NOD1-driven NF-kB reporter – cell-based, luminescence, uHTS, primary screen (AID 1578). NOD1-driven NF-kB luciferase reporter cells, luminescence; higher % means a stronger effect. inhibition, % at 4 µM; hits with a dose series show EC50 in µM. 290,000 tested, 1% active; in the data active = inhibition mostly above about 36%, no sharp cut-off; inactive = mostly below about 34%;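 note: HEK-293T reporter cells stimulated with the NOD1 agonist gamma-tri-DAP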
# NOD2 inhibition: inhibition of NOD2-driven NF-kB reporter – cell-based, luminescence, uHTS, HEK293 (AID 1566); HEK293 NOD2/NF-kB luciferase reporter, luminescence; higher % means a stronger effect; inhibition, % at 4 µM, or EC50 in µM where a hit was titrated; 290,000 tested, 0.63% active; note: many of its hits are not listed in these tables
# GPR55 antagonists: inhibition of LPI-stimulated GPR55 beta-arrestin translocation – imaging, U2OS, beta-arrestin-GFP, LPI agonist, primary screen (AID 2013) | U2OS GPR55 beta-arrestin-GFP translocation imaging, LPI antagonism; higher % means a stronger effect | inhibition, % at 10 µM; hits with a dose series show IC50 in µM | 290,000 tested, 0.13% active;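 active = spots per cell inhibited over 60%, with over 100 cells counted and total cytoplasm intensity under 500,000; inconclusive = wells with under 100 cells, flagged as likely toxic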;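 note: U2OS cells stably carrying GPR55 and arrestin-GFP stimulated by 5 µM LPI near EC80; imaged beta-arrestin-GFP aggregate spots per cell after agonist stimulation; plate controls were LPI-stimulated DMSO wells for no effect and DMSO wells without LPI for full effect; some results filed as inactive read as strong as hits; confirmed hits need IC50 under 10 µM and bright autofluorescent wells are also inconclusive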
# KOR beta-arrestin-2: KOR agonists, beta-arrestin recruitment, primary screen, cell-based, luminescence, uHTS (AID 1777). KOR beta-arrestin recruitment, luminescence; higher % means a stronger effect. activation, % at 10 µM; hits with a dose series show EC50 in µM. 280,000 tested, 0.02% active; in the data active = activation above about 50%, passing the limit was not always enough; note: a part of the inactive calls stands beside numbers as strong as those of hits
# GPR35 antagonists: GPR35 antagonists blocking zaprinast-driven arrestin recruitment, primary screen, imaging, U2OS, beta-arrestin-GFP, zaprinast agonist (AID 2058). U2OS GPR35 beta-arrestin-GFP translocation imaging, zaprinast antagonism; higher % means a stronger effect. 290,000 tested, 0.052% active. inhibition, % at 10 µM; hits with a dose series show IC50 in µM;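 active = inhibition of at least 50% with at least 30 cells and total cytoplasm GFP at most 10,000,000; inconclusive = under 30 cells or total GFP of 10,000,000 plus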
# Myeloid diff 2: compounds promoting myeloid differentiation; calls only at 10 µM; ER-HoxA9 myeloid progenitors, lysozyme-GFP differentiation, flow cytometry; 360,000 tested, 1% active;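 active = normalized GFP-positive differentiation at or above the plate's own cutoff, the solvent-only control mean plus 3 SD; inconclusive = no clear call, values can overlap the other calls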;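 note: cells exposed to compound for four days before flow analysis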
# Myeloid diff 2 GFP+ MAC1+ %: recorded beside Myeloid diff 2, whose call it bears; GFP+ MAC1+ double positive, %; measured here: differentiation confirmed by MAC1 staining
# Active calls of the source: *; i = inactive; ? = inconclusive; nt = not tested or not shown; + = active, no number; [ ] = another dose, or the depositor's remark. Cut-off read from the data, not from the text of the source, unless noted: active = inhibition above about 50%; inactive = the rest. This is a subset (hit frequency here may not be typical).
SMILES,KOR beta-arrestin-1,HIV peptide binding,GPR55 activation,NOD1 NF-kB reporter,NOD2 inhibition,GPR55 antagonists,KOR beta-arrestin-2,GPR35 antagonists,Myeloid diff 2,Myeloid diff 2 GFP+ MAC1+ %
CC(NC(=O)C(=O)N1CCCCC1)C(c1cccs1)N1CCN(C)CC1 (stereo unspecified),-39%,0.5%,0.0%,25%,10%,-12%,3.4%,0%,i,5.8
Cc1onc(-c2ccccc2Cl)c1C(=O)N1CCc2ccccc2C1,19%,-1.4%,0.1%,-2%,-5%,1%,-1.7%,-7%,i,3.5
COCCn1cc(C(=O)N2CCC(C)CC2)c2c3ccccc3n(C)c2c1=O,2%,0.5%,0.9%,-3%,4%,4%,1.6%,-1%,i,4.2
CNc1cc(-n2nc(C)cc2-c2ccccc2)ncn1,-8%,0.6%,-0.3%,-22%,-24%,-18%,4.3%,2%,i,0.4
Cc1cc2[nH]c(=O)c(=O)[nH]c2cc1S(=O)(=O)N1CCN(c2ccccc2F)CC1,-1%,3.5%,-0.3%,-5%,28%,9%,-3.7%,-8%,i,1.1
CN(Cc1cccs1)C(=O)COc1ccc(-c2nnco2)cc1,13%,-2.1%,0.0%,7%,11%,8%,-5.8%,7%,i,1.6
CCCCCn1c(CN2CCN(Cc3ccccc3)CC2)nc2c1c(=O)n(C)c(=O)n2C,-28%,-0.9%,-0.4%,-24%,-9%,4%,3.1%,-1%,i,1.8
N#CC1=C(N)OC2=C(C(=O)CCC2)C1c1ccc2c(c1)OCO2 (stereo unspecified),-42%[20 µM],-1.0%,-0.3%,-9%,10%,-13%,1.7%,-2%,i,0.4
CN(c1ccccc1)S(=O)(=O)c1cc(C(=O)N2CCN(c3ccccn3)CC2)ccc1Cl,20%,-2.4%,-0.2%,-4%,8%,-14%,7.6%,0%,i,0.6
Cc1cc(C)cc(-n2ccnc2SCC(=O)Nc2nccs2)c1,28%,12%,-0.1%,-3%,13%,9%,-3.2%,-3%,i,0.5
CCOc1ccccc1N1CCN(C(=O)c2ccc3[nH]c(C)c(C)c3c2)CC1,-46%,-0.2%,0.3%,-19%,-12%,3%,0.9%,-17%,?,nt
Cc1nn(-c2ccccn2)c2c1C(c1ccccn1)C1=C(CCCC1=O)N2 (stereo unspecified),26%,-1.6%,-0.2%,-18%,-7%,-6%,-4.1%,-8%,nt,nt
CCOC(=O)CSc1nc(-c2ccccc2)nc2ccc(C)cc12,-3%,0.0%,-0.3%,-17%,8%,-15%,0.5%,7%,i,0.3
O=C(Cn1cccn1)c1ccccc1,-10%,2.4%,1.3%,-9%,13%,-2%,1.2%,13%,i,0.5
Cc1ccc(S(=O)(=O)/N=S(/c2ccccc2)C(C)C)cc1 (stereo unspecified),11%,-0.8%,0.6%,-1%,4%,4%,-3.7%,0%,i,0.2
Cc1ccc(S(=O)(=O)Cc2ccc(C(=O)NCc3cccs3)o2)cc1,-32%,-2.6%,-0.1%,21%,9%,26%,-1.9%,-9%,i,0.9
COc1ccc(CN(C)C2CCCCC2)c(C)c1C,24%,-1.2%,-0.1%,5%,-18%,14%,3.9%,12%,i,5.5
C=CCOc1ccc(C2c3c(oc4ccccc4c3=O)C(=O)N2CCCN2CCOCC2)cc1 (stereo unspecified),-14%,-0.3%,0.2%,1%,3%,12%,-1.5%,13%,i,5.7
O=C1NCCCC1C(=O)N/N=C/c1ccccc1 (stereo unspecified),2%,1.5%,-0.3%,-10%,6%,-2%,-3.4%,-3%,i,1.7
Cc1ccccc1NC(=S)N1CCN(Cc2ccccc2)CC1,24%,-0.3%,0.8%,-35%,4%,5%,1.2%,-2%,i,0.7
O=C(NCN1CCCCC1)c1cccnc1,14%,2.7%,-0.1%,nt,7%,5%,-4.7%,2%,i,1.0
C/C(=N\NS(=O)(=O)c1ccc([N+](=O)[O-])cc1)c1cccs1,15%,-1.7%,-0.1%,-19%,6%,13%,-9.7%,-3%,i,0.1
Cc1ccc(C(=O)OC2=CC(=O)CC(C)(C)C2)cc1,-64%,0.9%,0.1%,12%,-14%,2%,0.0%,5%,i,0.5
C[C@H](C(=O)O)c1n[nH]c(=O)c2ccccc12,11%,2.9%,-0.3%,-11%,0%,4%,17%,-17%,i,0.5
CCc1ccc(C(N)=S)cc1,3%,-0.1%,0.3%,-4%,10%,-2%,-3.7%,1%,i,0.2
Cc1ccc(/C=C2/N=C(c3ccccc3)NNC2=O)cc1,29%,-0.8%,0.2%,4%,-18%,-5%,-2.4%,-8%,i,0.1
CCc1ccc(NC(=O)CN2C(=O)CC(C)S(=O)(=O)c3ccccc32)cc1 (stereo unspecified),19%,-1.7%,0.3%,-27%,12%,12%,-0.3%,-7%,i,0.0
CN(C)S(=O)(=O)N1CCC(Cc2ccccc2)CC1,-16%,-0.7%,-0.5%,-27%,-10%,-8%,-4.6%,-7%,i,0.9
COc1ccc(CCC(=O)NNC(=S)Nc2cccc(C(C)=O)c2)cc1,-11%,-1.1%,0.1%,-26%,14%,2%,-2.2%,2%,i,0.4
Cc1ncc(S(=O)(=O)c2ccc(Cl)cc2)c(-c2ccccc2)n1,19%,61%,-0.1%,-19%,-13%,0%,-5.7%,-4%,nt,nt
O=C(Cc1c[nH]c2ccccc12)Nc1nnc(C2CC2)s1,8%,2.0%,-0.2%,-47%,-1%,13%,-1.0%,-2%,i,0.5
O=C(Nc1ccc(Br)cc1F)c1ccc2nsnc2c1,-32%,-0.6%,-0.1%,-21%,-47%,5%,-4.1%,1%,i,2.1
CN(C)c1ccc(C2SCCN2C(=O)c2ccc([N+](=O)[O-])cc2)cc1 (stereo unspecified),11%,2.0%,-0.2%,0%,12%,15%,-4.8%,-8%,i,0.4
COc1ccccc1CCc1nnc(CCC(=O)NC(C)Cc2cccc(C)n2)o1 (stereo unspecified),2%,0.8%,-0.2%,-2%,13%,80%,-2.4%,13%,i,0.6
O=c1ncn(-c2cccc(F)c2)c2ncccc12,-25%,0.7%,0.2%,2%,1%,-19%,9.3%,3%,i,0.5
O=C(NCCOc1ccc(Cl)cc1)C1CC(=O)N(c2ccc(F)cc2)C1 (stereo unspecified),-27%,5.1%,0.3%,-14%,-30%,-4%,-3.0%,-3%,i,1.6
C=CC[C@@H]1C=C[C@H](O/N=C/c2ccc(C(=O)N3[C@H](c4ccc(C)cc4)[C@@H](C)CC[C@H]3C(=O)OC)cc2)[C@@H](CO)O1,-11%,2.9%,-0.1%,-18%,3%,8%,3.7%,-3%,nt,nt
COc1ccc(/C(C)=N/NC(=O)CNC(=O)COc2ccccc2)c(OC)c1,-43%,0.2%,-0.2%,-23%,16%,10%,-6.3%,-2%,i,1.2
CC1(c2nnc(-c3cccc(Cl)c3)o2)CC(c2ccc(OC(F)(F)F)cc2)=NO1 (stereo unspecified),-34%[20 µM],-0.5%,0.2%,-10%,-3%,4%,-0.1%,-1%,i,0.5
CCN1CCN(c2ncnc3c2oc2nc(C(C)C)c4c(c23)CCC4)CC1,-9%,2.0%,0.5%,-6%,20%,3%,-6.0%,2%,nt,nt
CCCOc1ccc(-c2nnn(CC(=O)N3CCC(C)CC3)n2)cc1,7%,1.8%,-0.1%,-12%,2%,2%,-5.8%,6%,i,2.0
Cc1cc(C)n(C(=O)/C(C#N)=N/Nc2cc(Cl)cc(Cl)c2)n1,-29%,5.5%,-0.1%,40%*,-26%,-5%,3.6%,-12%,i,0.1
CCOC(=O)Cn1cc(C(=O)C(=O)N2CCOCC2)c2ccccc21,-4%,0.0%,0.7%,-27%,4%,15%,1.4%,-33%,i,4.5
O=C(C1Cc2ccccc2CN1C(=O)c1ccccc1)N1CCN(c2ccccc2)CC1 (stereo unspecified),1%,2.1%,0.9%,-9%,-8%,-5%,4.3%,7%,i,0.7
CCN1CCN(S(=O)(=O)c2c(C)cc(C)cc2C)CC1,12%,-0.4%,0.2%,nt,nt,2%,-1.2%,-7%,i,0.5
O=C(C1CCCN(S(=O)(=O)c2cccc3nonc23)C1)N1CCN(c2cccc(Cl)c2)CC1 (stereo unspecified),-8%,-0.9%,0.0%,3%,9%,7%,4.7%,4%,+,14*
O=C(NC(=S)N1CCN(CCO)CC1)C12CC3CC(CC(C3)C1)C2,-35%[20 µM],-0.8%,-0.1%,5%,19%,-10%,-3.2%,0%,i,0.8
CCOC(=O)N1CCN(C(=O)C2CCC(=O)N(CCc3ccccc3)C2)CC1 (stereo unspecified),-5%,2.0%,-0.1%,-1%,6%,-3%,-1.6%,0%,i,0.7
Cc1ccc(OCCCn2cc(C#N)c3ccccc32)cc1,-20%,-0.9%,0.9%,27%,-6%,13%,-0.9%,1%,i,0.4
CC(C)(C)c1ccc(NC(=O)COC(=O)c2ccc([N+](=O)[O-])s2)cc1,-14%,-0.6%,0.0%,32%,1%,-34%,4.8%,-2%,i,0.9
CCOC(=O)c1ccccc1-c1cn2cc(Cl)ccc2n1,-7%,-0.7%,0.3%,-52%,-6%,-2%,1.4%,11%,i,0.5

# Single records, from the list above. Order of screens: KOR beta-arrestin-1, HIV peptide binding, GPR55 activation, NOD1 NF-kB reporter, NOD2 inhibition, GPR55 antagonists, KOR beta-arrestin-2, GPR35 antagonists, Myeloid diff 2, Myeloid diff 2 GFP+ MAC1+ %
# `O=C(C1CCCN(S(=O)(=O)c2cccc3nonc23)C1)N1CCN(c2cccc(Cl)c2)CC1` (stereo unspecified) as listed: -8%, -0.9%, 0.0%, 3%, 9%, 7%, 4.7%, 4%, +, 14*
# `CCOC(=O)c1ccccc1-c1cn2cc(Cl)ccc2n1` as listed: -7%, -0.7%, 0.3%, -52%, -6%, -2%, 1.4%, 11%, i, 0.5
# `CCOC(=O)N1CCN(C(=O)C2CCC(=O)N(CCc3ccccc3)C2)CC1` (stereo unspecified) as listed: -5%, 2.0%, -0.1%, -1%, 6%, -3%, -1.6%, 0%, i, 0.7
# `CC(C)(C)c1ccc(NC(=O)COC(=O)c2ccc([N+](=O)[O-])s2)cc1` as listed: -14%, -0.6%, 0.0%, 32%, 1%, -34%, 4.8%, -2%, i, 0.9
# `CCOC(=O)Cn1cc(C(=O)C(=O)N2CCOCC2)c2ccccc21` as listed: -4%, 0.0%, 0.7%, -27%, 4%, 15%, 1.4%, -33%, i, 4.5

# Part of the list above, reformatted.
# Values in the order: KOR beta-arrestin-1, HIV peptide binding, GPR55 activation, NOD1 NF-kB reporter, NOD2 inhibition, GPR55 antagonists, KOR beta-arrestin-2, GPR35 antagonists, Myeloid diff 2, Myeloid diff 2 GFP+ MAC1+ %
Cc1ccc(OCCCn2cc(C#N)c3ccccc32)cc1
    -20%, -0.9%, 0.9%, 27%, -6%, 13%, -0.9%, 1%, i, 0.4
CC(C)(C)c1ccc(NC(=O)COC(=O)c2ccc([N+](=O)[O-])s2)cc1
    -14%, -0.6%, 0.0%, 32%, 1%, -34%, 4.8%, -2%, i, 0.9
